Screening data deposited in PubChem BioAssay by National Center for Advancing Translational Sciences (NCATS).
HT1080NT lethal – qHTS for induction of synthetic lethality in tumor cells producing 2HG: qHTS for the HT-1080-NT fibrosarcoma cell line; HT-1080-NT fibrosarcoma viability, CellTiter-Glo ATP luminescence, 48 h; Potency, µM (top dose mostly 46.1 µM), for the others: at the highest dose activity, negative = less viability, hits mostly cytotoxic; 360,000 tested, 1.6% active;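 further: NT is the 2HG producing partner of a matched IDH1 knockdown line; potency means the concentration at half of the fitted maximal effect; 0% = DMSO-treated cells and -100% = media-only wells without cells; nearly all actives have a fitted effect of over 55% in size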
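Luminescent CellTiter-Glo readout after 48 hours of compound exposure at 37 degrees C defined viability of HT-1080-NT cells. Activity was normalized to DMSO wells and cell-free media wells; concentration-response curves were fitted and assigned curve classes.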
SW480 rerep – A quantitative high throughput screen for small molecules that induce DNA re-replication in SW480 colon adenocarcinoma cells. SW480 DNA re-replication, Hoechst DNA content imaging, 48 h. 340,000 tested, 1.8% active. Potency, µM (highest dose often 46.1 µM), for inactives: top-dose re-replication activation, hits mostly activators; further: potency means the concentration at half of the fitted maximal effect; % of control where 0% means no effect; nearly all actives have a fitted effect of over 55% in size
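Hoechst fluorescence of nuclei (405 nm excitation, 500-530 nm emission) measured by plate-scanning imager after 48 hr compound exposure at 37 C; re-replication scored as increased number of nuclei with elevated intensity.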
HT1080 IDH1KD tx – qHTS for induction of synthetic lethality in tumor cells producing 2HG: qHTS for the HT-1080-IDH1KD cell line | HT-1080 IDH1 knockdown viability, ATP luminescence, 48 h | Potency, µM (highest dose often 46.1 µM), without a hit: at the highest dose activity, negative = toxicity, actives largely listed as cytotoxic | 360,000 tested, 2% active;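 further: potency means the concentration at half of the fitted maximal effect; 0% = DMSO wells and -100% = cell-free medium wells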
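HT-1080-IDH1KD cells (IDH1 knocked down), 750/well in RPMI with 5% FBS, treated with compound 48 h at 37 degrees C. Viability by CellTiter-Glo luminescence, normalised to DMSO and no-cell wells; concentration-response curves classed.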
IL1B secr inh – qHTS for Inhibitors of Inflammasome Signaling: IL-1-beta AlphaLISA Primary Screen; 360,000 tested, 4.7% active; AID 743279, 2014; activity change, % at 57.5 µM; THP-1 LPS/ATP IL-1B secretion, AlphaLISA, 16 h; hits give low values; in the data active means activity change below about -50%; inconclusive means mostly about -30% to -49%; further: on the % scale 0 is the no-effect control and ±100 the full control effect
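THP-1 cells pretreated 1 hr with compounds (up to 57.5 uM final), then stimulated with LPS (250 ng/mL final) plus ATP (1.25 mM final); secreted IL-1B measured by AlphaLISA after 16 hr, decreased signal indicating inhibition.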
D3 antag – qHTS of D3 Dopamine Receptor Antagonist: qHTS; D(3) dopamine receptor (Homo sapiens), P35462; max response, negative = inhibition, %; D3R cells, DiscoveRx beta-arrestin luminescence, antagonist mode; hits give low values; AID 652054, 2013; 360,000 tested, 2.5% active; in the data active means max response below about -50%; inconclusive means no clear call, values can overlap the other calls; further: on the % scale 0 is the no-effect control and ±100 the full control effect; mostly tested at two doses, the higher about 12 µM
Target sequence (P35462 whole entry, looked up): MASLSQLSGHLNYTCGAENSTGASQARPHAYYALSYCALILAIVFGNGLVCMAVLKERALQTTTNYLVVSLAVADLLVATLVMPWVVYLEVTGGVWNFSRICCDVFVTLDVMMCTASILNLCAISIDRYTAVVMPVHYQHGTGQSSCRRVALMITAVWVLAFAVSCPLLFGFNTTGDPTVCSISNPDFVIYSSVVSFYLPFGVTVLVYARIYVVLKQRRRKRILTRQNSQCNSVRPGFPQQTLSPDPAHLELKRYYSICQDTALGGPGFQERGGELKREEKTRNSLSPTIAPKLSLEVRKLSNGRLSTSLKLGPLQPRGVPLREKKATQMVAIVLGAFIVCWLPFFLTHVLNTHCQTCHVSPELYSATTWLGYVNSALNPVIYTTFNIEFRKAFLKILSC
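Cells plated overnight at 1500 cells/well, then exposed to library compounds with dopamine controls for 90 minutes at 37 degrees C. DiscoveRx reagent added for 30–60 minutes at room temperature; luminescence read, quantitative HTS format.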
GLP-1R agonist – qHTS of GLP-1 Receptor Agonists. HEK293 GLP-1R CRE-luciferase, luminescence, 4-6 h; cells express a hypersensitive GLP-1R form. Potency, µM (highest dose often 45.6 µM), for the others: at the highest dose activation, hits mostly activators. 380,000 tested, 0.007% active; further: potency means the concentration at half of the fitted maximal effect; % of control where 0% means no effect
Target sequence (P43220 whole entry, looked up): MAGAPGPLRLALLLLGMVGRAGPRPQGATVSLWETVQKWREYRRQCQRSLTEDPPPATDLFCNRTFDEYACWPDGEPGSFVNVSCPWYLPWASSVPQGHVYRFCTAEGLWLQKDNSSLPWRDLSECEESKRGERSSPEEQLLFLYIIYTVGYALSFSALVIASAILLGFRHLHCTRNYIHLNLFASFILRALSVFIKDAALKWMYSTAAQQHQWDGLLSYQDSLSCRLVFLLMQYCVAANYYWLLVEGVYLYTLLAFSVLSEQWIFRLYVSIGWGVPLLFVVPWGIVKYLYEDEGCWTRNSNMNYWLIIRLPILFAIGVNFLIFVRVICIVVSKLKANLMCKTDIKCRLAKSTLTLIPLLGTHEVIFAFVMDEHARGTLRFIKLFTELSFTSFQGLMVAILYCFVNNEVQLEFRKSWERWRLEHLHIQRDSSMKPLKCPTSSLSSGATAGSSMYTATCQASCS
KB-V1 cytotox – qHTS assay for MDR1-selective chemotherapeutics: Primary screen using the drug-selected MDR subline cells KB-V1; 400,000 tested, 3.4% active; KB-V1 MDR cells viability, CellTiter-Glo, 72 h; Potency, µM (doses to about 46.1 µM), without a hit: top-dose activity change, negative = cytotoxicity, most hits filed as cytotoxic; further: potency means the concentration at half of the fitted maximal effect; on the % scale 0 is the no-effect control and ±100 the full control effect; nearly all actives have a fitted effect of over 60% in size
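Compound-treated KB-V1 multidrug-resistant cells, 72 h, 37 degrees C; viability by CellTiter-Glo. Fitted qHTS curves give the values.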
KB-3-1 cytotox – qHTS assay for MDR1-selective chemotherapeutics: Primary screen using the parental adenocarcinoma cell KB-3-1; KB-3-1 viability, CellTiter-Glo ATP luminescence, 72 h; Potency, µM (highest dose often 46.1 µM), for the others: top-dose activity change, negative = cytotoxic, usual class: cytotoxic; 400,000 tested, 1.4% active; further: potency means the concentration at half of the fitted maximal effect; on the % scale 0 is the no-effect control and ±100 the full control effect; nearly all actives have a fitted effect of over 60% in size
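Using CellTiter-Glo luminescence, growth of non-resistant KB-3-1 adenocarcinoma cells is assessed 72 h after pin-tool compound addition at 37 °C. Normalized responses across the concentration series yield fitted curves.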
DRD3 agonist – qHTS of D3 Dopamine Receptor Agonist: qHTS | D3R DiscoveRx beta-arrestin cells, luminescence, 90 min | max activation, % | 410,000 tested, 0.58% active; in the data active means max activation above about 30%; further: 0% is about no effect; mostly tested at two doses, the higher about 12 µM
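Cells at 1500/well, incubated overnight, then treated with pinned compounds (dopamine as control) for 90 min at 37 degrees C. DiscoveRx reagent added for 30 - 60 minutes at room temperature; luminescence read.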
Active calls of the source: *; u = inconclusive; x = no result given; [ ] = remark or other dose. Unless noted, the call rests on the fitted dose curve; in most records, active means well fitted curve in the direction sought with a large enough effect; inconclusive means small, poorly fitted or top-dose-only effect, or another doubt; inactive means no such curve, though single readings can be large; an effect the other way counts as inactive or inconclusive.

#	Molecule	HT1080NT lethal	SW480 rerep	HT1080 IDH1KD tx	IL1B secr inh	D3 antag	GLP-1R agonist	KB-V1 cytotox	KB-3-1 cytotox	DRD3 agonist
1	COCCn1c(=S)[nH]c2cc(C(=O)NCCCN3CCOCC3)ccc2c1=O	-2%	-6%	9%	54	-14	19%	-4%	18%	-4
2	CC(C)c1ccc(S(=O)(=O)Nc2ccc(N3CCOCC3)cc2)cc1	-19%	-7%	-11%	2	9	12%	-22%	-7%	18
3	O=C(COC(=O)/C=C/c1cccs1)NC(c1ccccc1)c1ccccc1	u	-1%	-23%	11	1	-3%	-2%	-1%	0
4	Cn1c(-c2sc3cc(C(F)(F)F)cnc3c2-c2cccnc2)n[nH]c1=S	3%	-4%	10%	0	2	-12%	26%	14%	-2
5	CCS(=O)(=O)/N=C(\N)c1ccccc1	u	-3%	18%	9	6	2%	-8%	2%	4
6	Cc1nn(C(=O)c2cc3sccc3[nH]2)c(C)c1C	-2%	-1%	-14%	1	0	6%	5%	6%	-1
7	COc1ccc(S(=O)(=O)/N=C2/NC(=O)/C(=C\c3ccco3)S2)cc1	-3%	-8%	-1%	24	5	2%	2%	26%	1
8	CC(=O)Nc1cccc(-c2nc3ccccc3n2C(C(=O)NC(C)(C)C)C2CC2)c1 (configuration not stated)	0%	x	-8%	3	4	x	-7%	-7%	-1
9	O=C(Nc1cccc(-c2cn3ccccc3n2)c1)c1cccc(Cl)c1	u	21%	u	-104*	-9	-40%[inhibitor]	9.2µM*	4%	-14
10	CC1=NN(C(N)=S)C(=O)C1N=Nc1ccccc1C (configuration not stated)	-3%	u	-1%	-7	-89*	0%	u	-11%	7
11	CCCCn1c(N)c(N(CC(C)C)C(=O)C2CCN(c3ncnc4sc(C)c(C)c34)CC2)c(=O)[nH]c1=O	-17%	1%	-17%	11	10	7%	8%	-15%	-6
12	COc1cccc(NC(=O)Cn2c(=O)n(CCCC(=O)NCc3ccc4c(c3)OCO4)c(=O)c3ccccc32)c1	x	x	x	x	x	-1%	u	-1%	-6
13	COc1ccc2c(c1)C(=NN)c1cc(OC)ccc1-2	-15%	2%	u	-1	5	7%	10µM*	2%	-4
14	O=C(COC(=O)CCc1c[nH]c2ccccc12)Nc1ccccc1C(F)(F)F	3%[9.24 µM]	10%	0%	19	-1	10%	u	-2%	0
15	COc1ccc(C(=O)Nn2cc3c(c2-c2ccccc2)c(=O)n(C)c(=O)n3C)cc1	3%	-14%	17%	0	-27	5%	1%	5%	4
16	CCOC(=O)c1cnc2c(C)cc(Cl)cc2c1N1CCN(C)CC1	1%	-6%	6%	-64*	-13	19%	-10%	6%	2
17	CS(=O)(=O)c1cccc(C(=O)NCc2ccccc2)c1	1%	-4%	9%	0	22	1%	-1%	3%	-3
18	COc1ccc(Cc2nc3ccc(S(=O)(=O)N4CCOCC4)cc3[nH]2)cc1	4%	3%	11%	13	-10	-6%	0%	6%	18
19	COc1ccc(OCC(=O)Nc2ccccc2Cl)cc1	36%	-6%	u	3	2	-1%	1%	-12%	-4
20	O=C(O)c1sc2cc(C(F)(F)F)cnc2c1-c1ccccc1	-5%	-6%	-1%	0	0	8%	0%	-7%	-7
21	Cn1cncc1C#Cc1ccc2c(=O)c3ccccc3oc2c1	13%	0%	17%	u	0	32%	-11%	-24%	11
22	CN1OC[C@@H]2CN(Cc3ccc4c(c3)OCO4)[C@H](c3ccc(N4CCCCC4)cc3)C[C@@H]21	-8%	x	1%	-14	u	-5%	11%	0%	-11
23	O=C(Nc1cc(SCCO)cc([N+](=O)[O-])c1)c1ccc(Br)o1	-2%	-6%	0%	-16	4	1%	21µM*	u	-6
24	O=C(c1ccccc1)c1ccc(N2CCOCC2)c(NC(=O)c2ccco2)c1	-3%	0%	-5%	-21	12	12%	u	u	-2
25	O=C(COC(=O)c1ccc[nH]c1=O)c1ccc(Cl)s1	0%	-2%	-1%	u	-28	3%	20%	-1%	-4
26	COC(=O)Nc1nnc(-c2ccncc2)s1	11%[9.24 µM]	-5%	-22%	-2	21	-21%	-8%	7%	4
27	Cc1ccc(NC2CCCN(C(=O)CSc3ccncc3)C2)cc1C (configuration not stated)	9%	u	9%	1	12	-3%	15%	-7%	16
28	Cc1ccccc1C(=O)Nc1nnc2n1CCS2	x	x	x	x	x	4%	u	6%	1
29	COc1ccc(NC(=O)c2onc(C)c2Cl)cc1OC	14%	-1%	13%	-11	5	-4%	-10%	-12%	5
30	CS(=O)(=O)N1CCN(c2ccccc2NC(=O)c2ccco2)CC1	-2%	-8%	u	-25	-11	0%	-27%	3%	-4

Arranged by length of the SMILES (smallest number first): part of the list above
#	Molecule	HT1080NT lethal	SW480 rerep	HT1080 IDH1KD tx	IL1B secr inh	D3 antag	GLP-1R agonist	KB-V1 cytotox	KB-3-1 cytotox	DRD3 agonist
13	COc1ccc2c(c1)C(=NN)c1cc(OC)ccc1-2	-15%	2%	u	-1	5	7%	10µM*	2%	-4
20	O=C(O)c1sc2cc(C(F)(F)F)cnc2c1-c1ccccc1	-5%	-6%	-1%	0	0	8%	0%	-7%	-7
23	O=C(Nc1cc(SCCO)cc([N+](=O)[O-])c1)c1ccc(Br)o1	-2%	-6%	0%	-16	4	1%	21µM*	u	-6
14	O=C(COC(=O)CCc1c[nH]c2ccccc12)Nc1ccccc1C(F)(F)F	3%[9.24 µM]	10%	0%	19	-1	10%	u	-2%	0
18	COc1ccc(Cc2nc3ccc(S(=O)(=O)N4CCOCC4)cc3[nH]2)cc1	4%	3%	11%	13	-10	-6%	0%	6%	18
15	COc1ccc(C(=O)Nn2cc3c(c2-c2ccccc2)c(=O)n(C)c(=O)n3C)cc1	3%	-14%	17%	0	-27	5%	1%	5%	4
22	CN1OC[C@@H]2CN(Cc3ccc4c(c3)OCO4)[C@H](c3ccc(N4CCCCC4)cc3)C[C@@H]21	-8%	x	1%	-14	u	-5%	11%	0%	-11
12	COc1cccc(NC(=O)Cn2c(=O)n(CCCC(=O)NCc3ccc4c(c3)OCO4)c(=O)c3ccccc32)c1	x	x	x	x	x	-1%	u	-1%	-6

(cont.)
#	Molecule	HT1080NT lethal	SW480 rerep	HT1080 IDH1KD tx	IL1B secr inh	D3 antag	GLP-1R agonist	KB-V1 cytotox	KB-3-1 cytotox	DRD3 agonist
31	CCN1C(=O)/C(=C/N(C)c2ccccc2)OC1=S	1%	-7%	1%	-18	13	13%	6%	-5%	-2
32	CC(=O)Nc1ccccc1Sc1ccc2c3c(cccc13)C(=O)N(c1ccc(C)cc1)C2=O	4%	2%	0%	11	8	-1%	-2%	0%	1
33	CCOc1ccc(OCC)c(NC(=O)CCc2c(C)nc3c(c2C)c(=O)n(C)c(=O)n3C)c1	x	x	x	x	x	-1%	3%	0%	0
34	COc1ccc(-c2ccc(=O)n(Cc3ccccc3)n2)cc1	1%	-1%	-2%	2	2	13%	-2%	-11%	-3
35	C/C=C/C(=O)OCC(=O)Nc1cc([N+](=O)[O-])ccc1Cl	-1%	-8%	-5%	-18	4	1%	-14%	0%	1
36	N#CC1=C(N)OC2=C(CCc3ccccc32)C1c1ccccc1Cl (configuration not stated)	7.3µM*	8.2µM*	4.6µM*	-73*	-14	1%	4.6µM*	u	8
37	O=[N+]([O-])c1ccccc1N/N=C/c1cc2ccccc2nc1Cl	4%	1%	13%	0	1	6%	u	1%	10
38	CCOc1nc(-c2ccccc2)c2cc(C)ccc2n1	-3%	0%	0%	2	-4	17%	-2%	-1%	4
39	C[C@H](CO)N1C[C@H](C)[C@@H](CN(C)C(=O)NC2CCCCC2)Oc2c(NS(=O)(=O)c3cccs3)cccc2C1=O	1%	-1%	6%	28	-8	-7%	-5%	9%	3
40	CCCCOc1ccc(C(=O)Nc2cccc(-n3cnnn3)c2)cc1OC	-8%	-6%	-12%	15	-13	-1%	9%	20%	1
41	O=C(OCC(=O)N1CCc2ccccc2C1)c1ccc(Cl)c([N+](=O)[O-])c1	-6%	-6%	0%	-6	-20	12%	16%	0%	-4
42	Cc1cc(NC(=O)c2ccc([N+](=O)[O-])cc2Cl)ccc1NC(=O)c1ccco1	4%	-1%	-1%	7	-9	-1%	-6%	7%	5
43	COc1ccc(N2CC(C(=O)N3CCN(c4ccccc4)CC3)CC2=O)cc1 (configuration not stated)	6%	2%	2%	-1	11	4%	-29%	10%	2
44	Cc1cc(C(=O)CSc2nnc(-c3ccc4c(c3)OCO4)o2)c(C)n1-c1ccc(F)cc1	14%	x	1%	43	2	-16%	u	-12%	5
45	CC(=O)c1ccc(NC(=O)CCNC(=O)c2ccccc2Cl)cc1	28%	-4%	u	-1	1	2%	2%	2%	-5
46	Cc1noc(C)c1CNCc1ccccc1	1%	30%	11%	-13	0	2%	13%	4%	-1
47	c1ccc(-n2ncc3c(NCc4cccnc4)ncnc32)cc1	-5%	1%	-9%	3	-29	-4%	0%	-4%	-6
48	Cc1nn(C(=O)c2cccs2)c(N)c1-c1ccccc1	-8%	2%	10%	9	11	11%	12%	9%	4
49	COc1ccc(OCC(=O)Sc2ccc(C)cc2)cc1	0%	-7%	-6%	-18	0	-3%	30%	13%	8
